SIRT5 block: blocks human SIRT5 desuccinylation of peptide; 330,000 tested, 1.1% active; inhibition, % at 15 µM; Q9NXA8; Purified SirT5, succinyl-peptide AMC, trypsin-coupled fluorescence; in the data active = inhibition above about 15%; inconclusive = no clear call, values can overlap the other calls
Xi reactivation: X-chromosome reactivation activator. 360,000 tested, 0.055% active. XiGFP mouse fibroblasts, % GFP-positive cells imaging, 3 d; cells co-treated with 5-aza-dC sensitizer; scaled so ellipticine positive control = 100%. AID 743238. activation, % at 7.58 µM;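 active = mean normalized replicate activation at least 10% and every replicate at or above 10%; inconclusive = only one of the two criteria met; inactive = mean below 10% and not all replicates reach 10%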;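 also: 0% = median of on-plate neutral control wells and 100% = ellipticine 6 µM median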
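Assay system: SV40-immortalized XiGFP fibroblast cells, line 68-5-11; buffer or medium: DMEM plus 5-aza-dC sensitizer; compound: one concentration, pinned; timing: compounds 3 days, fix/stain 15 min at room temperature; benchmarks: positive control ellipticine, 6 µM final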
Cneo AK release: Cryptococcus neoformans lysis via adenylate kinase release | C. neoformans lysis, adenylate kinase release luminescence, 4 h; normalised: neutral wells 0, clomiphene wells 100 | lysis activity, % at 15 µM | 360,000 tested, 0.2% active;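 active = mean lysis activity across replicates of at least 80%, whatever share of replicates individually reach that level; inactive = mean lysis activity below 80%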
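Material – Cryptococcus neoformans yeast cells · Quantity – 5 × 10^6 yeast cells/mL · Buffer or medium – YPD medium · Compound – single dose · Timing – 4 h static compound exposure, 37 °C, read 1 h post-reagent · Signal – adenylate kinase release luminescence · Read-out basis – lysis from increased AK signal · Benchmarks – Clomiphene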
S100A4 MyoIIA: inhibitors of human S100A4 binding to myosin IIA peptide. 360,000 tested, 0.14% active. S100A4/TAMRA-MyoIIA peptide fluorescence polarization. inhibition, % at 10.7 µM;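 active = mean inhibition of at least 70% across replicates, with every replicate also reaching that level; inconclusive = mean inhibition reaches 70% but some replicates fall short; inactive = mean inhibition below 70%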
Target sequence (P26447 whole entry, looked up): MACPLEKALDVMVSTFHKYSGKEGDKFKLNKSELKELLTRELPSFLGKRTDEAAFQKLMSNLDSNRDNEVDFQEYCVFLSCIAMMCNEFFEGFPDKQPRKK
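incubation = readout 5 min after mixing, signal stable up to 60 min | system = S100A4 monomer protein | buffer or medium = HEPES pH 7.2 with CaCl2, KCl, NaCl, DTT, Triton | benchmarks = neutral control DMSO, positive control TFP | also added = fluorescent myosin IIA peptide, 5 nM | compound dosing = one concentration per compound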
C2C12 statin: suppressors of simvastatin-induced myotoxicity in C2C12 myotubes | ATP luminescence, 48 h; scaled: DMSO 0, geranylgeraniol control 100 | AID 602340 | rescue of ATP level, % at 7.49 µM | 330,000 tested, 0.78% active;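 active = mean ATP rescue above about 67%, or every replicate alone reaching that limit, limit read from the data, passing the limit was not always enough; inconclusive = no clear call, values can overlap the other calls; inactive = mean under the limit and some replicate under it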;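 also: myotubes were challenged with 10 µM simvastatin during compound exposure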
LGR2 antag: Drosophila LGR2 receptor signaling inhibition | HEK293 LGR2, CRE-luciferase, bursicon-stimulated, 4 h | inhibition, % at 9.99 µM | 380,000 tested, 0.35% active;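 active = drop in luminescence signal, shown as inhibition above about 50% in the replicate tests, limit read from the data, passing the limit was not always enough; inconclusive = probably only some replicates passing the limit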;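 also: agonist challenge used bursicon conditioned medium at about half maximal strength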
ERAP1 HTS inh: blocks human ERAP1 aminopeptidase activity | Q9NZ08 | recombinant ERAP1, Leu-AMC fluorescence, 60 min | inhibition, % at 10.7 µM | 340,000 tested, 0.15% active;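 active = mean replicate inhibition of at least 30%, or all replicates individually reaching that 30% level; inactive = mean below 30% and not every replicate reaching it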;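 also: 0% = neutral control wells and 100% = L-leucinethiol positive control wells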
Target sequence (Q9NZ08 whole entry, looked up): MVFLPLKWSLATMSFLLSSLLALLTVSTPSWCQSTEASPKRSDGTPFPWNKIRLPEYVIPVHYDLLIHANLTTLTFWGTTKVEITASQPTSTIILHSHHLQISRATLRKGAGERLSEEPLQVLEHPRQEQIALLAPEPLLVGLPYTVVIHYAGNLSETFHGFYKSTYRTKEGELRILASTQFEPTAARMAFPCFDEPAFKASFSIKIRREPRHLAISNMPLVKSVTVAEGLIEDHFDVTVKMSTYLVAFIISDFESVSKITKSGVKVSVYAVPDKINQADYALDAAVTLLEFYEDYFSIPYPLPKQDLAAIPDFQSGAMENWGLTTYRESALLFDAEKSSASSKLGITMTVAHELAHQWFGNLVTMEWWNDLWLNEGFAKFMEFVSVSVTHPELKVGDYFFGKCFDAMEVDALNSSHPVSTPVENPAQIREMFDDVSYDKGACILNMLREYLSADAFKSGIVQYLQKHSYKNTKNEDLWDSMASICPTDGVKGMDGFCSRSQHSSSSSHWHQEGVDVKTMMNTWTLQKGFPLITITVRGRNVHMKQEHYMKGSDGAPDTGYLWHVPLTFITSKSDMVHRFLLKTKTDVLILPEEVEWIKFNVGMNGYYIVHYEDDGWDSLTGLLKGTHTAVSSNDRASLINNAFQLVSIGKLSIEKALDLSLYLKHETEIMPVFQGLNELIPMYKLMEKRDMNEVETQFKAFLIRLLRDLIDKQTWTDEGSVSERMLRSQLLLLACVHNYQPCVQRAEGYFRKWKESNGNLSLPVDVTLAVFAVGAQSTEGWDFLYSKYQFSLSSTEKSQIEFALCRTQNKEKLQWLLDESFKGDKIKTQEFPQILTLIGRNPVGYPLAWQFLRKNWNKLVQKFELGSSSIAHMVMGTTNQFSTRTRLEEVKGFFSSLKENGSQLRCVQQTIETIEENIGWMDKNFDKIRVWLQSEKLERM
PGC1a acetyl inh: PGC1a acetylation modulation, inhibitor mode; U2OS PGC1a acetylation, AlphaScreen anti-acetyl-lysine; with virally co-expressed GCN5 acetyltransferase; inhibition, % at 15.6 µM; 350,000 tested, 0.17% active; AID 651687;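 active = every replicate shows inhibition of at least 40%; inconclusive = mean inhibition at least 40% but some replicate below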;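 also: 0% = neutral control wells and 100% = positive control wells; some results beyond the cut were filed as inactive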
* hit, by the source's call; ? = inconclusive; / = no result given; & = joins results of further samples.

Molecule,SIRT5 block,Xi reactivation,Cneo AK release,S100A4 MyoIIA,C2C12 statin,LGR2 antag,ERAP1 HTS inh,PGC1a acetyl inh
CCN(CC(=O)Nc1c(F)cccc1F)C(=O)c1n[nH]c2ccccc12,-2,0.3,0,3,/,-18,1,-1
Cc1ccc(S(=O)(=O)N(C)C[C@@H]2Oc3c(NC(=O)Nc4ccc(F)cc4)cccc3C(=O)N([C@@H](C)CO)C[C@@H]2C)cc1,1,1.2,-3,1,-16,-26,-2,-5
CC(=O)Nc1ccc(SCC(=O)Nc2ccc(Cl)cn2)cc1,-3,0.0,8,-1,6,4,-1,-12
COc1ccc(/C(C)=N/NC(=O)c2nnn(-c3nonc3N)c2-c2ccccc2)cc1,-1,0.1,0,2,-23,31,-1,/
COCc1c(C(=O)Nc2ccc(Cl)cc2F)oc2ccccc12,3,-0.8,/,-2,/,-11,2,-2
CC(C)Oc1cc(NC(=O)CS(=O)CC(=O)N(C)C)c(Cl)cc1Cl (configuration not stated),2,0.1,/,2,/,15,2,-12
CC(=O)N1CCC(C(=O)NC2CCCc3c2cnn3-c2cc(F)cc(F)c2)CC1 (configuration not stated),-5,0.1,-3,-5,/,-9,3,3
COc1ccccc1N(C)S(=O)(=O)c1ccc(C(=O)NCCCN2CCCC2=O)cc1,/,1.9,0,-4,7,-12,-4,/
NC(=O)NCC(=O)N1CCC(C(O)(c2ccccc2)c2ccccc2)CC1,-7,0.3,-2,11,15,4,5,2
COc1ccc(NC(=O)N(C)C[C@@H]2Oc3ccc(NC(=O)CCC(F)(F)F)cc3CC(=O)N([C@@H](C)CO)C[C@@H]2C)cc1,-5,-0.1,2,-17,4,7,0,-2
CCNC(=O)[C@H]1[C@H](CO)[C@H]2Cn3c(ccc(/C=C/c4ccccc4)c3=O)[C@H]2N1C(C)=O,-121,0.3,0,1,10,-7,7,-4
Cc1cccn2c(=O)c3cc(C(=O)NC4CCCC4)c(=N)n(CC4CCCO4)c3nc12 (configuration not stated),/,0.1,-2,-3,2,0,-310,12
Cc1ccc(SCC(=O)c2c(C)nc3cc(C)ccn23)cc1,-1,0.0,13,-3,-3,-15,1,/
COc1ccc(NC(=O)Nc2ccc3c(c2)[C@H]2C[C@@H](CC(=O)N[C@@H](C)c4ccccc4)O[C@H](CO)[C@H]2O3)cc1,/,0.2,10,-2,-2,12,1,-14
O=S(=O)(Cc1ncc(C(F)(F)F)cc1Cl)c1ccccc1,5,0.0,1,7,-18,-19,0,3
O=C(C[C@H]1CC[C@@H](NC(=O)c2cccc(F)c2)[C@@H](CO)O1)Nc1nccs1,0,0.1,15,6,8,4,0,-3
CC(C)(C)C(=O)/C(C#N)=C/c1ccc(O)cc1,7,0.0,6,-3,/,12,-3,18
COCc1cc(=O)[nH]c(N2CCN(Cc3ccc4c(c3)OCO4)CC2)n1,-2,0.0,0,-10,?,-7,0,-3
FC(F)(F)c1ccc(C2[C@H]3CN(Cc4cccnc4)[C@H](c4ccccc4)C34CC2(c2ccccc2)C4)cc1 (some centres not stated),-1,0.0,0,0,4,0,-3,-3
Cc1ccc(S(=O)(=O)Nc2cccc3c2O[C@H](CN(C)C(=O)Nc2c(C)noc2C)[C@@H](C)CN([C@@H](C)CO)C3=O)cc1,-2,-1.4,-2,0,27,-3,-4,-5
O=C(c1cccc(F)c1F)N1CCCc2ccccc21,/,0.0,10,1,-16,12,-4,-29
N=C1SC(CC(=O)Nc2ccccc2[N+](=O)[O-])C(=O)N1c1ccccc1 (configuration not stated),1,0.0,2,2,/,-4,-2,-22
CCC(CC)COC(=O)C1=C(C)NC(=O)NC1c1ccc([N+](=O)[O-])cc1 (configuration not stated),-2,0.0,1,3,11,10,1,5
CC(CC(=O)NCCc1ccc(S(N)(=O)=O)cc1)c1ccccc1 (configuration not stated),0,0.2,-2,0,-2,9,/,3
C=CCN1c2ccccc2C(=O)CS1(=O)=O,/,0.1,-1,9,-17,8,-2,0

Reformatted as labelled records: 2 of the compounds above
CC(=O)Nc1ccc(SCC(=O)Nc2ccc(Cl)cn2)cc1
  SIRT5 block: -3	Xi reactivation: 0.0	Cneo AK release: 8	S100A4 MyoIIA: -1	C2C12 statin: 6	LGR2 antag: 4	ERAP1 HTS inh: -1	PGC1a acetyl inh: -12

COc1ccc(/C(C)=N/NC(=O)c2nnn(-c3nonc3N)c2-c2ccccc2)cc1
  SIRT5 block: -1	Xi reactivation: 0.1	Cneo AK release: 0	S100A4 MyoIIA: 2	C2C12 statin: -23	LGR2 antag: 31	ERAP1 HTS inh: -1	PGC1a acetyl inh: /

(list continues)
Molecule,SIRT5 block,Xi reactivation,Cneo AK release,S100A4 MyoIIA,C2C12 statin,LGR2 antag,ERAP1 HTS inh,PGC1a acetyl inh
COc1ccc(S(=O)(=O)N[C@@H]2CC[C@H](CC(=O)NCCc3ccccc3)O[C@@H]2CO)cc1,-5,0.4,-3,-4,10,-7,2,-2
C[C@@H]1CCCCO[C@@H](CN(C)C(=O)CCCN(C)C)[C@H](C)CN([C@H](C)CO)C(=O)c2cc(NC(=O)Nc3ccc(C(F)(F)F)cc3)ccc2O1,/,-0.7,-8,/,43,-15,/,0
CCOC(=O)C1CCCN(C(=O)CN2C(=O)/C(=C/c3ccc(OC)cc3)Oc3ccccc32)C1 (configuration not stated),-16,0.0,/,2,/,19,-1,/
Cc1cc(NC(=O)CSc2ccc(F)cc2)no1,-4,0.3,/,-16,/,2,-3,3
COc1ccc(C(=O)Nc2nc(-c3ccc([N+](=O)[O-])cc3)c(-c3ccc(OC)cc3)s2)cc1,-3,-0.1,/,-6,/,-2,-2,/
O=C(Cc1ccncc1)NCC[C@H]1CC[C@H](NC(=O)C2CC2)[C@@H](CO)O1,0,0.2,0,34,-5,-4,0,17
N#CC(c1ccccc1)N(CCCCl)C(=O)c1ccc(Br)cc1 (configuration not stated),-5,0.1,/,31,/,-14,-4,/
CCCCCCCCN1C(=O)[C@H](CC(=O)NCC2CCCCC2)C[C@@]2(C(=O)OCC)CCC=C12,22*,0.2,/,-14,/,7,/,/
COc1ccc(NC(=O)C(c2ccccc2)N(C)C(=O)c2ccc(=O)[nH]c2)cc1 (configuration not stated),-1,0.0,0,0,/,2,-2,10
Cc1ccc2ccc(S(=O)(=O)NCc3ccco3)cc2c1,-4,0.0,2,-3,16,15,-1,3
CCOC(=O)c1cc(C)sc1NC(=O)CN1CCN(C(=O)C2CCCO2)CC1 (configuration not stated),-1,0.2,2,-2,6,-21,0,3
Cc1ccc2c(c1)nnn2C1CCN(C(=O)Nc2ccccc2C)CC1,2,0.1,/,-4,14,4,0,-7
CC(C)(C)[S@](=O)N1Cc2cc(C(=O)NCc3ccccc3F)nc(-c3cccc(-c4cccnc4)c3)c2[C@@H]1CCO,/,0.0,6,-1,-1,-14,-3,-2
C[C@@H](NC(=O)C[C@@H]1C[C@H]2c3cc(N(C)C)ccc3O[C@H]2[C@@H](CO)O1)c1ccccc1,-16,0.0,18,8,-2,5,0,3
CC(C)NC(=O)Nc1cccc2c1O[C@H](CN(C)Cc1ccc(Oc3ccccc3)cc1)[C@H](C)CN([C@H](C)CO)C2=O,1,-0.9,3,1,-7,-12,0,-11
COc1ccc(OC)c(NC(=O)c2ccccc2OC(C)=O)c1,2,-0.3,-1,5,-1,-4,-6,/
C[C@@H]1CN([C@H](C)CO)C(=O)c2cc(NS(=O)(=O)c3ccc(Cl)cc3)ccc2O[C@@H](C)CCCCO[C@@H]1CN(C)C(=O)NC1CCCCC1,1,0.0,5,1,/,5,3,0
CCCCCCCn1ccc(O)c(CC(=O)OC)c1=O,/,0.2,/,-1,/,1,0,-2
Cc1ccc(-c2cnc3c(c2)C(=O)N([C@@H](C)CO)C[C@@H](C)[C@H](CN(C)CC2CCCC2)O3)cc1,3,0.1,-6,44,-38,13,-4,-26
CC(C)c1cc(C(=O)NCCc2ccccc2)no1,5,/,/,8,2,-56,/,-12
Cc1ccc(S(=O)(=O)Oc2ccc(/C=C(/NC(=O)c3ccccc3)C(=O)O)cc2)cc1,-6,0.1,/,25,/,-16,1,/
CC1(C(=O)NCc2ccccc2)Cc2c(-c3ccc(C(N)=O)cc3)ccnc2O1 (configuration not stated),0,1.3,1,-4,-91,-12,1,/
Cc1ccc(C(=O)Nc2nccs2)cc1,-4,0.0,-12,-2,14,-22,2,10
CCCS(=O)(=O)NCc1ccc2c(c1)cc(C)n2C,-1,/,/,26,/,4,1,/
NNC(=O)c1csc(-c2ccccc2)n1,-3,0.1,-1,-18,-3,-17,/,4
O=S(=O)(c1ccc(Cl)cc1)N1[C@@H]2CNC[C@H]1C2c1ccc(-c2cccc(F)c2)cc1 (some centres not stated),4,0.1&0.1,/,0,/,2&-11,0,-1&-80
O=C(C[C@@H]1C=C[C@@H](NC(=O)c2cnccn2)[C@H](CO)O1)NCc1ccccc1F,-3,0.0,1,3,25,5,-2,6
CCN(CC)S(=O)(=O)c1ccc(N2CCCC2)c(NC(=O)CN2C(=O)NC3(CCCC3)C2=O)c1,-5,0.0,0,3,10,-13,5,2
Cc1nc2ccccn2c1C(=O)NC1CCCC1,-2,0.0,2,0,1,-30,-2,5
CCOc1ccccc1-c1nnc(SCC(=O)NC2CC2)n1CC,0,0.0,0,-3,-2,0,-6,0

Compound profiles, from the list above.
CCN(CC)S(=O)(=O)c1ccc(N2CCCC2)c(NC(=O)CN2C(=O)NC3(CCCC3)C2=O)c1 is listed with SIRT5 block = -5; Xi reactivation = 0.0; Cneo AK release = 0; S100A4 MyoIIA = 3; C2C12 statin = 10; LGR2 antag = -13; ERAP1 HTS inh = 5; PGC1a acetyl inh = 2
O=C(C[C@@H]1C=C[C@@H](NC(=O)c2cnccn2)[C@H](CO)O1)NCc1ccccc1F is listed with SIRT5 block = -3; Xi reactivation = 0.0; Cneo AK release = 1; S100A4 MyoIIA = 3; C2C12 statin = 25; LGR2 antag = 5; ERAP1 HTS inh = -2; PGC1a acetyl inh = 6

Source: PubChem BioAssay (Broad Institute)

Not all compounds are listed (hit frequency here may not be typical).
